Screens (PubChem BioAssay)
CD40 NFkB inh – inhibitors of CD40-induced NF-kB signaling, primary screen, BL2 cells, luciferase reporter, single point; inhibition, % at 10 µM; CD40L-induced, 4 h; 0.94% of 83,000 active;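 active means mean inhibition of at least 50% with a set share of replicates also reaching that level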;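 further: 0% = neutral control wells and 100% = IKK inhibitor VII at 50 µM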
The depositor's hits bear a star; [ ] = dose if it differs, or a comment.

SMILES	CD40 NFkB inh
CCOCCCN1CC(C(=O)NCc2ccc3c(c2)OCO3)CC1=O (stereo unspecified)	19.1
Cc1ccc(C)c(S(=O)(=O)N2CCN(C(=O)CCC(=O)NCc3ccc(Cl)cc3)CC2)c1	-0.1
C[C@H]1CN([C@@H](C)CO)C(=O)Cc2cc(NC(=O)Nc3ccc(C(F)(F)F)cc3)ccc2O[C@@H]1CN(C)Cc1ccccc1	2.2
COc1cc(OC)cc(C(=O)NNC(=O)CN2C(=O)NC(C)(c3ccccc3)C2=O)c1 (stereo unspecified)	6.7
COc1ccc(CC(=O)OCC(=O)NC(=O)NC2CCCC2)cc1	9.2
C[C@H](CO)N1C[C@H](C)[C@H](CN(C)S(=O)(=O)c2ccc3ccccc3c2)OCc2cn(nn2)CCCC1=O	18.6[25 µM]
CC(Nc1ccc2c(c1)OCCO2)C(=O)Nc1ccc2c(c1)OCO2 (stereo unspecified)	-8.5
C[C@H](CO)N1C[C@H](C)[C@@H](CN(C)C(=O)Nc2ccc(C(F)(F)F)cc2)OCc2cnnn2CCCC1=O	0.6[25 µM]
CC1CCc2nc(NC(=O)Nc3ccc4c(c3)OCO4)sc2C1 (stereo unspecified)	-68.2
O=C(C[C@@H]1C[C@H]2c3cc(NC(=O)NC4CCCCC4)ccc3O[C@H]2[C@H](CO)O1)NC1CCCC1	9.3
CN(C)C(=O)c1cccc(-c2ccc3c(c2)[C@@H]2[C@@H](CCN2C(=O)C2CCCC2)[C@@H](CO)N3)c1	5.2
COc1cc(NC(=O)c2cc(Cl)ccc2Cl)ccc1-c1cc2ccccc2oc1=O	9.0
COc1ccccc1CCNC(=O)C(=O)NCC1CCCN1S(=O)(=O)c1ccccc1 (stereo unspecified)	2.9
O=C(c1cc(S(=O)(=O)N2CCOCC2)c(Cl)cc1Cl)N1CCCC1	4.3
C[C@@H]1CN([C@@H](C)CO)C(=O)CCCn2cc(nn2)CO[C@@H]1CN(C)C(=O)Nc1cccc(Oc2ccccn2)c1	-0.6[25 µM]
Cc1ccc(NC(=O)c2ccc(Cl)c(S(=O)(=O)Nc3c(C)n(C)n(-c4ccccc4)c3=O)c2)cc1Cl	2.7
COc1ccc(S(=O)(=O)N2CCN(CC(=O)Nc3cc(Cl)ccc3Cl)CC2)cc1	4.1
CCN(CC(=O)Nc1cccc(S(=O)(=O)N(C)c2ccccc2)c1)Cc1ccccc1	19.2
NC(=O)c1ccc(Oc2ccc3c(c2)CCC3)c([N+](=O)[O-])c1	30.8
Cc1cc(C)n(-c2nc3ccccc3nc2N2CCCC2)n1	6.8
O=C(Nc1ccccc1Cl)OCC#CCOC(=O)Nc1ccccc1Cl	4.8
C[C@H]1CN([C@@H](C)CO)C(=O)CCCn2cc(nn2)CO[C@H]1CN(C)C(=O)Nc1ccc(N2CCN(C)CC2)cc1	-12.0
O=C(C1CCC1)N1C[C@H]2[C@@H](c3ccccc31)[C@@H](CO)N2C(=O)Nc1cccc(F)c1	0.4[25 µM]
COc1ccc(/C=N/Nc2nonc2N)cc1	-39.7
CN(C)S(=O)(=O)c1ccc(N2CCCC2)c(C(=O)NCC2COc3ccccc3O2)c1 (stereo unspecified)	8.9
O=c1cc(-c2ccccc2)nc2nc(SCc3ccccc3)[nH]n12	6.7
Cc1cc2nc(SCCN3CCCC3)[nH]c2cc1C	-26.7
O=C(c1ccc2snnc2c1)N1CCN(c2ccccc2)CC1	9.6
O=C(N/C(=C/c1ccccc1Cl)C(=O)N1CCCC1)c1ccccc1	8.0
O=C1NCCN1C(=O)C12CC3CC(CC(C3)C1)C2	11.9
Cc1noc(C)c1NC(=O)N1C[C@@H](O)COC[C@H]2O[C@H](CC(=O)NCC3CC3)CC[C@@H]21	-2.4[25 µM]
N#C[C@@H]1[C@H](c2ccc(C#CC3CCCCC3)cc2)[C@@H](CO)N1C(=O)Nc1ccc(F)cc1	77.2*[25 µM]
CC(C)[C@@H]1CCc2cnnn2COC[C@@H](Cc2ccccc2)NC1=O	-17.8[25 µM]
CCOC(=O)NN1C(=O)c2ccccc2NC1(C)C	6.0
COc1cccc(/C=N/NC(=O)CN(C)S(=O)(=O)c2ccccc2)c1OC	-45.3
Cc1cccc(N2CC(C(=O)Nc3ccc(N4CCOCC4)cc3)CC2=O)c1C (stereo unspecified)	4.6
CCC(=O)N=c1sc2c(OC)ccc(OC)c2n1C	5.4
Cn1ccc2cc(NC(=O)Nc3cccnc3)ccc21	-6.8[25 µM]
COc1ccc(OC)c(CCNC(=O)CCc2nnc3ccc(N4CCCCC4)nn23)c1	6.9
CC(=O)c1cccc(OCC(=O)Nc2cc(Cl)ccc2-n2cncn2)c1	-68.8
Cc1nc2c(-c3ccc(F)cc3)c(C)nn2c(C)c1CCC(=O)NCCN1CCOCC1	12.4
C[C@H]1CN([C@@H](C)CO)C(=O)c2c(c3ccccc3n2C)-c2ccccc2CO[C@@H]1CN(C)C(=O)[C@@H]1CCCN1C	-5.7[25 µM]
O=C(Cc1ccccn1)N1CC(=O)N2[C@@H](CO)[C@@H](c3ccc(C#CC4CCCC4)cc3)[C@@H]2C1	4.3
c1ccc2c(c1)nc(-c1ccncc1)n1nnnc21	-19.8
C(=C\c1ccccc1)/CN1CCN(C(c2ccccc2)c2ccccc2)CC1	5.4
O=C(Nc1ccccc1Cl)N1C[C@@H]2[C@H](c3ccccc31)[C@H](CO)N2C(=O)c1cccnc1	-9.0[25 µM]
O=C(c1cccc(F)c1)N1C[C@H]2[C@@H](c3ccccc31)[C@@H](CO)N2C(=O)C1CCCC1	9.6
C[C@@H]1CN(C)C(=O)c2ccccc2O[C@@H]1CN(C)C(=O)OC(C)(C)C	10.4
Cc1c2c(nc3c(C)cccc13)OC(C)C2 (stereo unspecified)	2.8
Cc1ccc(NC(=O)Nc2ccc3c(c2)C(=O)N(C)[C@H]2CC[C@H](CC(=O)NCC(F)(F)F)O[C@@H]2CO3)cc1	2.7[25 µM]

Continued:
SMILES	CD40 NFkB inh
CCn1c(SCC#N)nc2c(c1=O)C1(CCCC1)Cc1ccccc1-2	0.5
O=C(Nc1ccccc1)N1C[C@H]2[C@@H](c3ccccc31)[C@H](CO)N2C(=O)c1ccccn1	-10.9[25 µM]
CC(C)CN(C(=O)COC(=O)CSc1ccccc1)c1c(N)n(Cc2ccccc2)c(=O)[nH]c1=O	9.4
Cc1noc(C)c1COC(=O)CCCc1nc2ccccc2s1	4.3
CC(=O)N[C@@H](CS)C(=O)O	14.7
O=C(C[C@H]1C=C[C@H](NC(=O)c2ccc3c(c2)OCO3)[C@@H](CO)O1)NC1Cc2ccccc2C1	-5.0[25 µM]
CNC(=O)COC(=O)c1ccc([N+](=O)[O-])cc1Cl	4.5
CN(c1c(C#N)c(C(F)(F)F)nn1C)N(S(C)(=O)=O)S(C)(=O)=O	2.9
CCOC(=O)NCc1ccc2c(c1)cc(C)n2C	8.6
COc1ccc(-c2cc(C(=O)NCC(c3ccco3)N(C)C)c3ccccc3n2)cc1OC (stereo unspecified)	-7.7

Filtered by structure, those above containing an aryl methoxy group
SMILES	CD40 NFkB inh
COc1cc(OC)cc(C(=O)NNC(=O)CN2C(=O)NC(C)(c3ccccc3)C2=O)c1 (stereo unspecified)	6.7
COc1ccc(CC(=O)OCC(=O)NC(=O)NC2CCCC2)cc1	9.2
COc1cc(NC(=O)c2cc(Cl)ccc2Cl)ccc1-c1cc2ccccc2oc1=O	9.0
COc1ccccc1CCNC(=O)C(=O)NCC1CCCN1S(=O)(=O)c1ccccc1 (stereo unspecified)	2.9
COc1ccc(S(=O)(=O)N2CCN(CC(=O)Nc3cc(Cl)ccc3Cl)CC2)cc1	4.1
COc1ccc(/C=N/Nc2nonc2N)cc1	-39.7
COc1cccc(/C=N/NC(=O)CN(C)S(=O)(=O)c2ccccc2)c1OC	-45.3
CCC(=O)N=c1sc2c(OC)ccc(OC)c2n1C	5.4
COc1ccc(OC)c(CCNC(=O)CCc2nnc3ccc(N4CCCCC4)nn23)c1	6.9
COc1ccc(-c2cc(C(=O)NCC(c3ccco3)N(C)C)c3ccccc3n2)cc1OC (stereo unspecified)	-7.7

(continued)
SMILES	CD40 NFkB inh
O=C(NN=C1C2CC3CC(C2)CC1C3)c1cccs1	-34.8
COc1ccc(Cl)cc1C(=O)NNC(=O)CNC(=O)c1ccc(C)s1	3.5
COCC(=O)N1[C@H](C#N)[C@@H](c2ccccc2-c2ccccc2F)[C@@H]1CO	-7.2[25 µM]
Cc1cc([N+](=O)[O-])ccc1N(C)C	5.1
O=[N+]([O-])c1ccccc1-c1ccc(CN2CCN(c3ccccc3)CC2)o1	3.9
O=C(N/N=C/c1ccccc1)c1ccco1	-51.4
COc1ccccc1NC(=O)N1C[C@@H](O)COC[C@H]2O[C@@H](CC(=O)NCCc3ccncc3)CC[C@@H]21	-1.6[25 µM]
CC(=O)Nc1ccc(NC(=O)COc2ccc(S(=O)(=O)NC(C)c3ccccc3)cc2)cc1 (stereo unspecified)	4.6
C[C@H]1CN([C@@H](C)CO)C(=O)c2ccccc2-c2ccccc2CO[C@H]1CN(C)C(=O)Nc1cccc(Cl)c1Cl	34.6[25 µM]
CCOC(=O)c1c(NC(=O)C[n+]2ccc(Cc3ccccc3)cc2)sc(C)c1C	4.2
O=C(c1ccc2ccccc2c1)c1c[nH]cc1-c1ccccc1	-17.7
CCCN1CCN(C(=O)CCCNC(=O)Cn2cnc3sc(C)c(C)c3c2=O)CC1	7.5
N#C[C@@H]1[C@@H](c2ccc(C#CC3CCCCC3)cc2)[C@@H](CO)N1C(=O)Cc1ccccn1	0.8
O=C(C[C@H]1C[C@@H]2c3cc(NS(=O)(=O)c4ccccc4)ccc3O[C@@H]2[C@@H](CO)O1)N1CCOCC1	-5.5[25 µM]
CO[C@H](CN(C)Cc1ccc2c(c1)OCO2)[C@H](C)CN(C(=O)Nc1ccc(F)cc1)[C@H](C)CO	-15.2[25 µM]
O=C(O)c1cccc2c1C(=O)N(C1CCCCC1)C2	-3.9
COC(=O)CN(c1ccc(C)c(Cl)c1)S(C)(=O)=O	6.6
O=C(COc1ccccc1)Nc1cccc2nsnc12	-42.7
CN(C)C(=O)c1ccc(-c2ccc3c(c2)[C@H]2[C@H](CCN2Cc2ccc4c(c2)OCO4)[C@H](CO)N3)cc1	-23.2[25 µM]
COc1ccc(S(=O)(=O)Nc2cc3c(cc2C(C)=O)OCO3)cc1	8.8

Records above that bear a hit mark in CD40 NFkB inh.
SMILES	CD40 NFkB inh
N#C[C@@H]1[C@H](c2ccc(C#CC3CCCCC3)cc2)[C@@H](CO)N1C(=O)Nc1ccc(F)cc1	77.2*[25 µM]

New compounds follow
SMILES	CD40 NFkB inh
CCOc1cc(/C=C/C(=O)OCC(=O)NCc2ccco2)cc(Cl)c1OC	2.6
COc1ccccc1C#Cc1ccc([C@H]2[C@@H](CO)N3CCCCN(CCC(F)(F)F)C[C@H]23)cc1	-4.6[25 µM]
CS(=O)(=O)c1ccc(C(=O)NC(Cc2ccccc2)c2ccccc2)cc1 (stereo unspecified)	13.2
O=C(NN=Cc1cc(Br)c(O)c(Br)c1)c1ccccc1NS(=O)(=O)c1cccs1	2.5
O=C(O)c1cc2c(ccc3ccccc32)o1	-8.8
Fc1ccc(/C=N/Nc2nc3ccccc3[nH]2)cc1F	-28.6
Cc1cc(C)c(OCC(=O)OCC(=O)N2CCCc3ccccc32)c(C)c1	-6.6
N#C[C@H]1[C@@H](c2ccc(C#CC3CCCC3)cc2)[C@@H](CO)N1C(=O)c1cccc(F)c1	-3.1
CC(OC(=O)CSc1ccc([N+](=O)[O-])cc1)C(=O)NCc1ccco1 (stereo unspecified)	8.2
CN1C(=O)c2cc(NC(=O)C3CCOCC3)ccc2OC[C@H]2O[C@H](CC(=O)NCc3ccccc3F)CC[C@@H]21	-8.2[25 µM]
CCOC(=O)CNC(=O)c1ccc(SCC)cc1	-7.3
CCOC(=O)c1c(C)oc2ccc(OC(=O)COc3c(F)c(F)c(F)c(F)c3F)cc12	-13.2
CCN(CCCNC(=O)C1CCCN(S(=O)(=O)c2cnc[nH]2)C1)c1ccccc1 (stereo unspecified)	5.1
O=C(O)C1OC1(c1ccccc1Cl)c1ccccc1Cl (stereo unspecified)	2.6
COc1ccccc1CC1(C)C(=O)Nc2ccc(OC(F)(F)F)cc21 (stereo unspecified)	-3.7
CC(=O)c1c(C)oc2ccc(N(C(C)=O)S(=O)(=O)c3cccc4cccnc34)cc12	12.1
CSc1ccc(CNC(=O)C2(C)CCCN2C)cc1 (stereo unspecified)	-0.3
Cc1ccc(Nc2ncc3c(n2)CC(C)(C)CC3=O)cc1	-71.6
O=C(CN1C(=O)NC2(CCCCC2)C1=O)Nc1ccc(N2CCCCC2)cc1	-4.7
N#CCN1CCN(CC(=O)Nc2cccc3ccccc23)CC1	4.0
Cc1nn2c(N3CCCC3)c3c(nc2c1-c1ccccc1)CCC3	8.3
CCOc1ccc(CCNC(=O)C2CCC(=O)N2C2CCCCC2)cc1OCC (stereo unspecified)	0.1
COc1ccc(C(=O)NC(=S)N2CC(C)OC(C)C2)cc1OC (stereo unspecified)	0.2
O=C(c1ccco1)N1CCN(c2ccc(N3CCCCC3)nn2)CC1	-90.4
Cc1ccsc1C(=O)NNC(=O)c1ccncc1	-7.7
O=C(CNc1cccc2ccccc12)N/N=C/c1ccc[nH]1	-11.5
O=C(c1cc2c(s1)CCCC2)N1CCN(CCO)CC1	-2.1
CC(=O)N(C)C[C@H]1Oc2ccc(N)cc2CC(=O)N(C)C[C@@H]1C	3.3
O=C(c1cc(Br)c[nH]1)N1CCSCC1	0.7
COc1ccc(C(=O)COc2ccc(C(C)=O)cc2OC)cc1OC	2.2
Cc1ccc(F)cc1NC(=O)CCOc1ccccc1	5.0
CN(C)CCOC(=O)c1cccc(Br)c1	7.4
O=C(NCC[C@H]1CC[C@@H](NS(=O)(=O)c2ccc(F)cc2)[C@H](CO)O1)c1ccc2c(c1)OCO2	17.8[25 µM]
COc1ccc(Br)cc1/C=N/NS(=O)(=O)c1ccccc1	-13.3
COc1ccc(CCNC(=O)CSc2nc3[nH]ncc3c(=O)n2-c2cccc(C(F)(F)F)c2)cc1OC	4.0
Cc1c(C(=O)N2CCOCC2)oc2ccc(S(=O)(=O)N3CCCCCC3)cc12	1.8
O=C(O)C1CC(C(=O)O)SS1 (stereo unspecified)	11.2
Cn1cnc([N+](=O)[O-])c1Cl	11.6
Cc1ccc(S(=O)(=O)NCCCC(=O)O)cc1	7.7
O=C(Cc1c(F)cccc1Cl)NCCN1CCOCC1	9.4
CC(=O)c1ccc(-c2ccc(C(=O)Nc3nc(-c4ccccn4)cs3)o2)cc1	-13.6

An excerpt; the hit share may differ from the screen's.
